Shiga toxin inh – inhibitors of Shiga toxin in Vero cells; Vero cells, Shiga toxin protein synthesis inhibition reporter; inhibition, % at 38.7 µM; 290,000 tested, 9.2% active; AID 2315; in the data active = inhibition mostly above about 28%, no sharp cut-off; inactive = mostly below about 43%; also: 0% is about no effect
Pf growth 96h – inhibits malaria parasite growth, 96 h; P. falciparum luciferase reporter growth, 96 h; Potency, µM (highest dose often 28.7 µM), for the others: at the top dose activity change, negative = inhibition, actives largely listed as inhibitors; 320,000 tested, 6.9% active; AID 504834; also: potency is read from the fitted curve at half-maximal effect; % is scaled to controls: 0 for no effect and ±100 for the full control effect
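96 h incubation, 37 C, 5% CO2, of luciferase-reporter P. falciparum-infected RBCs (2% hematocrit, 0.05% parasitemia final) with test compounds; endpoint luminescence.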
Pf growth 48h – inhibits P. falciparum growth in the first generation, 48 h; P. falciparum luciferase growth in erythrocytes, 48 h; Potency, µM (titrated, usually from 28.7 µM), inactives show at the highest dose activity change, negative = inhibition, most hits filed as inhibitors; 310,000 tested, 5.9% active; AID 504832; also: potency is read from the fitted curve at half-maximal effect; % is scaled to controls: 0 for no effect and ±100 for the full control effect
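Read-out is firefly luciferase luminescence from an integrated reporter in P. falciparum, so falling signal marks reduced parasite growth. Infected erythrocytes were at 2% hematocrit and 0.1% parasitemia (final) in Albumax-supplemented RPMI 1640.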
HCV inhibitor – blocks hepatitis C virus. Huh7.5.1 HCVcc-Cre infection, luciferase reporter, 44 h. Potency, µM (highest dose often 41.8 µM), inactives show at the top dose activity change, negative = inhibition, actives largely listed as inhibitors. 340,000 tested, 3.4% active. AID 651820; also: potency is read from the fitted curve at half-maximal effect; % is scaled to controls: 0 for no effect and ±100 for the full control effect
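Antiviral activity was scored by luciferase reporter output from cells infected with HCVcc-Cre (~0.5 moi) in presence of compound, 44 h infection period, cells seeded 1,000/well 4 h prior.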
Giardia FBPA inh – blocks Giardia fructose-bisphosphate aldolase activity; AID 2451; purified Giardia FBPA; A8B2U2; 290,000 tested, 0.71% active; Potency, µM (doses to about 59.6 µM), without a hit: at the top dose activity, negative = inhibition, most hits filed as inhibitors; also: potency is read from the fitted curve at half-maximal effect; % is scaled to controls: 0 for no effect and ±100 for the full control effect; nearly all actives have a fitted effect of over 55% in size
Target sequence (A8B2U2 whole entry, looked up): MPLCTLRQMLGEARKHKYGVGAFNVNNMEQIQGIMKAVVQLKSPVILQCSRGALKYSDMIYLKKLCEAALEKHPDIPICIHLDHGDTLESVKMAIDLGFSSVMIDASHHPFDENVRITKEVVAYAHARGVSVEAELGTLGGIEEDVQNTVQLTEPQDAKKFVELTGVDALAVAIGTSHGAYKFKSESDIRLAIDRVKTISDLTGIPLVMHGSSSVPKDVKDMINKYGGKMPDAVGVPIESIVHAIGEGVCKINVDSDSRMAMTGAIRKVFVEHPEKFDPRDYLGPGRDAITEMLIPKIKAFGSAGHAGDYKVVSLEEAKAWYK
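40 nM FBPA preincubated 10 min at RT with compound (up to 57.5 uM final), then substrate plus GAPDH/TPI/NAD/arsenate coupling and diaphorase/resazurin added. Fluorescence read after 20 min at RT, 525/598 nm.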
Cycloheximide cs – counter-screen hit for Shiga toxin inhibitors, cycloheximide. max response, %. 300,000 tested, 12% active. cell reporter, cycloheximide protein synthesis inhibition counterscreen. AID 2314; in the data active = max response mostly above about 13%, no sharp cut-off; inactive = mostly below about 14%; also: read at 38.3 µM for the half of the compounds with a filed dose; 0% is about no effect
* = called active by the depositor; ? = inconclusive; nt = no result given; & = joins results of further samples; [ ] = another dose, or the depositor's remark. Unless noted, calls follow the shape of the dose curve; as a rule, active = well fitted curve in the direction sought with a large enough effect; inconclusive = small, poorly fitted or top-dose-only effect, or another doubt; inactive = no such curve, though single readings can be large; an effect the other way counts as inactive or inconclusive.

SMILES | Shiga toxin inh | Pf growth 96h | Pf growth 48h | HCV inhibitor | Giardia FBPA inh | Cycloheximide cs
CCC(C)(C)NC(=O)CC(c1ccc(OC)cc1)n1cccc1 (stereo unspecified) | 17 | 80%[activator] | 1% | -7% | 10% | -3
Cc1cccc(CSC(=N)N)c1 | -13 | -27% | -1% | 6% | -2% | -3
CS(=O)(=O)Nc1ccc(-c2cc(/C=C3\SC(N)=NC3=O)c[nH]c2=O)cc1 | -10 | ? | ? | 28% | -19% | -2
O=C(CCCSc1nc2ccccc2[nH]1)NC1=NCCS1 | 7 | 25% | 17% | 24% | 0% | 11
C/C(=N\NC(=O)c1nnn(-c2nonc2N)c1CSc1ccccc1)c1ccc2c(c1)OCO2 | 1 | 6% | 3% | 23% | 3% | -5
COc1ccc2cc(CN(CCCN3CCOCC3)Cc3nnnn3C3CCCC3)c(=O)[nH]c2c1 | -5 | 5.2µM* | 10µM* | -11% | ? | 6
Cc1cc(C)cc(NC(=O)C(NCCN2CCOCC2)c2ccccc2)c1 (stereo unspecified) | 4 | -1% | -8% | -5% | ? | -1
CC(=O)C1=C(C)OC(N)=C(C#N)C1c1cc2cccc(C)c2nc1Cl (stereo unspecified) | -20 | ? | 18% | 13% | ? | 21
N#Cc1ccc(Cn2ccnc2C(=O)Nc2ccccc2)cc1 | 35 | 6% | 11% | 3% | -7% | 20
CCOC(=O)c1[nH]cnc1C(=O)N[C@@H](C)c1ccccc1 | nt | ? | -2% | -3% | nt | nt
Cc1c(NC(=O)OCCNC(=O)Nc2ccccc2)sc(=S)n1C | -13 | 4.7µM* | 12% | 12% | -1% | -4
O=C(Cn1nc(-c2ccccc2)ccc1=O)NCC1CCCO1 (stereo unspecified) | -5 | 95%[activator] | -2% | 6% | 5% | -3
O=C(NNC(=O)c1ccncc1)Nc1cccc(C(F)(F)F)c1 | -4 | -1% | 5% | 17% | nt | 1
O=C1/C(=C/c2ccc(F)cc2)SC(=S)N1NS(=O)(=O)c1ccccc1 | -5 | 1% | 1% | 27% | -10% | -12
CCOc1ccccc1N(C(=O)CNS(=O)(=O)c1ccccc1)C(CC)C(=O)NCc1ccco1 (stereo unspecified) | 7 | 7.4µM* | nt | 6% | -1% | 7
COCCN(Cc1cc2cc(C)cc(C)c2nc1Cl)C(=O)Nc1ccccc1 | -13 | 0% | ? | ? | 8% | 16*
CCN(CC)c1ccc(/C=C2/C(=O)NC(=O)N(Cc3ccco3)C2=O)cc1 | -12 | -5% | 9% | 7% | -3% | -7
Cc1ccc(S(=O)(=O)NCC(c2ccccc2)N2CCN(CCC#N)CC2)cc1 (stereo unspecified) | 3 | nt | ? | -2% | -6% | -3
CCOC(=O)c1oc2ccccc2c1NC(=O)c1cc(OC)cc(OC)c1 | -15 | ? | ? | ? | 3% | -2
COc1cc(-c2nn3c(Cc4ccccc4)nnc3s2)cc(OC)c1OC | -6 | 43%[activator] | 10µM* | ? | 14% | -1
CCC(=O)Nc1cccc(-n2nnnc2SCC(=O)N(C(C)C)C(C)C)c1 | 16 | 0% | -15% | ? | -1% | 0
CCN(CCNC(=O)C1CCN(S(=O)(=O)CC)CC1)c1ccccc1 | 0 | ? | ? | -5% | -6% | -2
Cn1c(=O)[nH]c(Nc2ccccc2)c([N+](=O)[O-])c1=O | -3 | ? | 4% | -2% | 0% | 2
O=C(NCc1nnnn1-c1ccc(F)c(F)c1)C(=O)c1c[nH]c2ccccc12 | nt | ? | -14% | 14% | nt | nt
CCS(=O)(=O)c1ccc2oc(Nc3ccccc3Br)nc2c1 | 79* | 184%[activator] | 296%[activator] | -20% | 15% | 35*
Cc1nn(C)c(NC(=O)c2ccc(Cl)cc2)c1Cl | 11 | 3% | ? | -13% | 1% | -3
CC(=O)O/N=C/c1c(NCc2ccccc2)nc2c(C)cccn2c1=O | 23 | ? | -21% | -53% | -16% | -2
O=C(NCC(c1cccnc1)N1CCN(c2ccccc2)CC1)Oc1ccccc1 (stereo unspecified) | 23 | ? | 13µM* | 2% | 5% | -1
Cc1ccnc(NC(=O)CNC(=O)c2ccc3ccccc3c2)c1 | nt | 48%[activator] | 47%[activator] | ? | nt | nt
CS(=O)(=O)N1CCN(c2ccc(NC(=O)COc3ccccc3)cc2)CC1 | 17 | 3% | -4% | 1% | 2% | -2
O=C(O)c1cc(NN=C2CCN(Cc3ccccc3)CC2)ccc1Cl | 12 | ? | -6% | 3% | -19% | 1
O=C(CN1C(=O)c2ccccc2C1=O)Nc1cccc(S(=O)(=O)Nc2ccccc2Cl)c1 | -4 | -12% | 0% | 6% | 13% | -1
CN1C2CCC1CC(OC(=O)c1ccc(Cl)cc1)C2 (stereo unspecified) | -23 | 1% | ? | ? | -3% | -2
Cc1ccc(S(=O)(=O)N2CCC(C(=O)Nc3ccc(N4CCOCC4)cc3)CC2)cc1C | nt | ? | 4.1µM* | -6% | nt | nt
CCOC(=O)N1CCN(C(=O)C(C)(C)Oc2ccc(Cl)cc2)CC1 | -4 | 1% | nt | 0% | 6% | -4
CCN(CC)CCSc1nnc(Nc2ccccc2)n1-c1ccccc1 | 22 | -7% | ? | -14% | 3% | -2
Cc1ccc(-n2nc(CN3CCOCC3)c(-c3ccccc3)c2N)c(C)c1 | -7 | -22% | 18% | 25% | 2% | -1
COc1ccc(OC)c(-c2nn(-c3ccccc3)cc2C(=O)NCC(c2cccs2)N2CCOCC2)c1 (stereo unspecified) | nt | ? | ? | 20% | nt | nt
O=C(Nc1ccc(C(F)(F)F)cc1)C1CCCN1S(=O)(=O)c1cccc2cccnc12 (stereo unspecified) | 1 | 54%[activator] | ? | ? | -2% | 2
COc1ccc(C(=O)CC2(C(=O)O)CCCCC2)cc1 | -4 | ? | -2% | 4% | 12% | -3
O=C(CN1CCCc2ccccc21)NCc1ccccc1Cl | 27 | 4% | 31%[activator] | 6% | -6% | 12
C/C(=N\NC(=O)CNC(=O)c1ccccc1Br)c1ccco1 | -15 | 10% | 25% | 10% | 10% | -2
CC(=O)NCC1COc2ccccc2O1 (stereo unspecified) | 24 | 0% | 8% | 16% | 2% | 0
C/C(CC(=O)NC1CCCCC1)=N\NC(=O)c1ccc(Br)cc1 | 54 | -5% | 46%[activator] | -13% | 2% | 23
CC(C)(C)c1ccc(C(=O)NC(=S)NNC(=O)c2cccs2)cc1 | 23 | ? | 1% | ? | ? | 14
CC(=O)c1cccc(NC(=O)c2onc(C)c2Cl)c1 | 24 | ? | nt | 9% | -1% | 17*
COc1ccc(Nc2nc(-c3ccccc3)cs2)cc1 | 37 | 9% | nt | -12% | -6% | 47*
COc1ccc(/C=N/N2CCOCC2)cc1OCc1ccccc1 | 16 | 8% | 22% | 1% | -4% | 9
COCc1cc(C)nc(OCC(=O)N/N=C/c2ccc(C)o2)c1C#N | 12 | 39%[activator] | 48%[activator] | 11% | -15% | 7
c1ccc(CNc2c3c(nc4ccccc24)CCC3)cc1 | -4 | -14% | ? | ? | 12% | -1

An excerpt of these results, with tabs:
SMILES	Shiga toxin inh	Pf growth 96h	Pf growth 48h	HCV inhibitor	Giardia FBPA inh	Cycloheximide cs
C/C(CC(=O)NC1CCCCC1)=N\NC(=O)c1ccc(Br)cc1	54	-5%	46%[activator]	-13%	2%	23
CC(C)(C)c1ccc(C(=O)NC(=S)NNC(=O)c2cccs2)cc1	23	?	1%	?	?	14
CC(=O)c1cccc(NC(=O)c2onc(C)c2Cl)c1	24	?	nt	9%	-1%	17*
COc1ccc(Nc2nc(-c3ccccc3)cs2)cc1	37	9%	nt	-12%	-6%	47*

Later entries:
SMILES | Shiga toxin inh | Pf growth 96h | Pf growth 48h | HCV inhibitor | Giardia FBPA inh | Cycloheximide cs
CCc1noc(C)c1C(=O)Nc1nc(-c2ccc(OC)c(OC)c2)cs1 | nt | 10µM* | ? | ? | nt | nt
CC(C)[C@H](NC(=O)[C@@H]1CSCN1C(=O)OC(C)(C)C)C(=O)NCC1CCC(C(=O)O)CC1 (stereo partly specified) | -17&-5 | -15% | 6% | 12%&2% | -1%&4% | -3&-2
CC(=O)c1cc2c(cc1NC(=O)CCn1cccc1)OCO2 | 18 | ? | -18% | -16% | -5% | -1
COc1ccc2oc(=N)c(C(=O)Nc3ccccc3)cc2c1 | 85* | nt | 9% | 24% | 2% | 39*
Cc1ccnc(SCCn2c(N3CCCCC3)nc3c2c(=O)n(C)c(=O)n3C)n1 | 10 | ? | -12% | 18% | -3% | 0
CC1(C)NC(=O)N(CC(=O)Nc2cc(S(=O)(=O)N3CCOCC3)ccc2N2CCOCC2)C1=O | -11 | 7.4µM* | 19% | nt | 0% | 5
COCc1c(C(=O)N2CCN(S(=O)(=O)c3ccccc3Cl)CC2)oc2ccccc12 | nt | ? | 12µM* | ? | nt | nt
CC(=O)c1ccc(S(=O)(=O)Nc2ccc(-n3c(C)nc4ccccc4c3=O)cc2)cc1 | nt | -1% | 5% | -16% | nt | nt
COC(=O)c1cc2occc2n1CC(=O)Nc1ccc(OC)c(OC)c1 | -7 | 63%[activator] | -25% | -3% | 1% | -2
COc1ccc(OC)c(C2/C(=C(/O)c3ccc(C)cc3)C(=O)C(=O)N2Cc2ccco2)c1 (stereo unspecified) | -1 | -18% | 7% | 16% | -3% | -6
Cn1cccc1/C=N/NC(=O)CNc1cccc2ccccc12 | 7 | -2% | -3% | -28% | -5% | 5
CCN(CC)CCOC(=O)c1ccc(NC(=O)CCCN2C(=O)S/C(=C/c3ccc(OC)cc3)C2=S)cc1 | -18 | -9% | 2.6µM* | 14µM* | 10% | -9
O=C(CCN1C(=O)c2cccc3cccc(c23)C1=O)NCc1ccco1 | -11 | -25% | 12% | -10% | 0% | -3
CCOc1ccc(S(=O)(=O)N2CCCC(C(=O)NCCN3CCOCC3)C2)cc1Cl (stereo unspecified) | -7 | -2% | -20% | 0% | -2% | -5
COc1ccccc1NC(=O)Cc1noc(CSc2n[nH]c(N)n2)n1 | -9 | 7% | 4% | 2% | 3% | -4
NC(=O)CC(NC(=O)c1ccc(Br)cc1)c1ccc(NC2CCCCCCC2)c([N+](=O)[O-])c1 (stereo unspecified) | 2 | -19% | -16% | 6% | 11% | -4
Cc1ccc(S(=O)(=O)N(CC(=O)Nc2ccccc2-c2ccccc2)c2ccc(C)cc2C)cc1 | -14 | -18% | ? | ? | 1% | -1
Cc1ccc(C)c(C(=O)CCC(=O)OCn2nnc3ccccc3c2=O)c1 | nt | 11% | 5% | 9% | nt | nt
Cc1cc(NC(=O)c2cc3nc4c(c(C(F)(F)F)n3n2)CCc2ccccc2-4)no1 | -12 | -20% | 2% | nt | 3% | -4
CC1(C)CSC(=NCc2ccccc2)N1 | -19 | -14% | 18% | 10µM* | 0% | -2

Entries shown so far containing a nitro group on carbon:
SMILES | Shiga toxin inh | Pf growth 96h | Pf growth 48h | HCV inhibitor | Giardia FBPA inh | Cycloheximide cs
Cn1c(=O)[nH]c(Nc2ccccc2)c([N+](=O)[O-])c1=O | -3 | ? | 4% | -2% | 0% | 2
NC(=O)CC(NC(=O)c1ccc(Br)cc1)c1ccc(NC2CCCCCCC2)c([N+](=O)[O-])c1 (stereo unspecified) | 2 | -19% | -16% | 6% | 11% | -4

(more compounds)
SMILES | Shiga toxin inh | Pf growth 96h | Pf growth 48h | HCV inhibitor | Giardia FBPA inh | Cycloheximide cs
COc1ccc2c(c1)nc(N)n2Cc1ccccc1 | 1 | 33%[activator] | ? | ? | -5% | 0
CC1CC(C)CN(C(=O)COC(=O)c2ccc3ccccc3n2)C1 (stereo unspecified) | nt | -2% | -8% | -5% | nt | nt
O=C(O)Cc1coc2ccc3ccccc3c12 | 16 | ? | 12% | 14% | 2% | 1
O=C(OCc1ccccc1F)c1cc2ccccc2cc1O | nt | -15% | -3% | -20% | 2% | 3
O=C(CO/N=C/c1ccccc1O)N1CCc2ccccc21 | 20 | -7% | -2% | -25% | -1% | -1
CC(=O)Nc1ccc(-c2csc(N/N=C(/C)c3ccccc3)n2)cc1 | 18 | ? | ? | 1.3µM* | -26% | 12
